# FN deposit inh: fibronectin deposition inhibition; AH1F fibroblasts, Alexa488-fibronectin deposition fluorescence, overnight; inhibition, % at 12.6 µM; 350,000 compounds, 0.086% hits; AID 743247;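 active = mean inhibition across replicates of 30% or more, regardless of how many single replicates reach that level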;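 also: positive control wells lacked labelled fibronectin entirely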
#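 material = AH1F fibroblast monolayer depositing Alexa488-labelled fibronectin into matrix | amount = 10000 AH1F cells/well | buffer or medium = DMEM plus 2% serum, read in PBS | incubation = 1 h cell adhesion before compound, then overnight fibronectin incubation | detection = fluorescence at 485 nm excitation, 525 nm emission | evaluation = percent inhibition as loss of matrix-bound fibronectin fluorescence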
# esBAF inh: inhibitors of esBAF chromatin remodeling in mouse ES cells. Bmi1-luciferase knock-in reporter, 24 h; 100% = twice the neutral-well signal. reporter increase, % at 12.5 µM. 350,000 compounds, 2% hits. AID 602393; in the data active = activation above about 40%;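 also: 0% = median of the plate's neutral control wells and 100% = double that signal; a rise in the Bmi1 reporter signal indicates esBAF inhibition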
# Casp6 inh: caspase-6 (human) enzyme inhibition | P55212 | purified caspase-6, Z-VEID-R110 cleavage fluorescence | inhibition, % at 12.5 µM | 350,000 compounds, 0.53% hits;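 active = mean inhibition across replicates at least about 35%, with every replicate also reaching that limit, limit read from the data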;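 also: 0% = median of neutral control wells and 100% = no fluorescence left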
# Target sequence (P55212 24-179 limits assumed): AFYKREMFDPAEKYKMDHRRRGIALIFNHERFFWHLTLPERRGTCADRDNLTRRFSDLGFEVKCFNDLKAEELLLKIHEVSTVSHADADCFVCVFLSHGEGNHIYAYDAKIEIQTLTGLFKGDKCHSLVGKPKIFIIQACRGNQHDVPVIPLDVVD
# Target sequence (P55212 194-293 limits assumed): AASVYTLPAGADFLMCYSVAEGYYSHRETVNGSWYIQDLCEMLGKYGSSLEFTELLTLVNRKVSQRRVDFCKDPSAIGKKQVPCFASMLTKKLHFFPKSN
# C2C12 statin: protects C2C12 myotubes from simvastatin toxicity. 330,000 compounds, 0.78% hits. AID 602340. rescue of ATP level, % at 7.49 µM. ATP luminescence, 48 h; scaled: DMSO 0, geranylgeraniol control 100;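 active = mean ATP rescue above about 67%, or every replicate alone reaching that limit, limit read from the data, passing the limit was not always enough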;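 also: myotubes were challenged with 10 µM simvastatin during compound exposure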
# LGR2 antag: Drosophila LGR2 receptor signaling inhibition; HEK293 LGR2, CRE-luciferase, bursicon-stimulated, 4 h; inhibition, % at 9.99 µM; 380,000 compounds, 0.35% hits;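 active = drop in luminescence signal, shown as inhibition above about 50% in the replicate tests, limit read from the data, passing the limit was not always enough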;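 also: agonist challenge used bursicon conditioned medium at about half maximal strength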
# SIRT5 block: sirtuin-5 (human) deacylase inhibition | Q9NXA8 | Purified SirT5, succinyl-peptide AMC, trypsin-coupled fluorescence | inhibition, % at 15 µM | 330,000 compounds, 1.1% hits | AID 652115; in the data active = inhibition above about 15%
# Target sequence (Q9NXA8 whole entry, looked up): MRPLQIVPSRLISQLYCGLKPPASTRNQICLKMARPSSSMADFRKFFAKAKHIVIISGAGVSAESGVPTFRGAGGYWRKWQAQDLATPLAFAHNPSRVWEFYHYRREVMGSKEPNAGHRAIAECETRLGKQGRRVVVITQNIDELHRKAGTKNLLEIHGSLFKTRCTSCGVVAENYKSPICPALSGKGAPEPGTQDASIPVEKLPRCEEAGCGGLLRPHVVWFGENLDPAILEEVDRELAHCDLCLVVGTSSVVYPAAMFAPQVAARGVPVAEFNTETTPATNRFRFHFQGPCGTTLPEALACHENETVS
# S100A4 MyoIIA: blocks human S100A4 binding to myosin IIA peptide; S100A4/TAMRA-MyoIIA peptide fluorescence polarization; inhibition, % at 10.7 µM; 360,000 compounds, 0.14% hits; AID 652163;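 active = mean inhibition of at least 70% across replicates, with every replicate also reaching that level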
# Target sequence (P26447 whole entry, looked up): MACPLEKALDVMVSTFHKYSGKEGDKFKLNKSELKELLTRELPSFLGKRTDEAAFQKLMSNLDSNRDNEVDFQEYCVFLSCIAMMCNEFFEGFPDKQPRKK
#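 Test system: S100A4 monomer protein; Medium: HEPES pH 7.2 with CaCl2, KCl, NaCl, DTT, Triton; Probe or stimulus: TAMRA-labelled myosin IIA heavy-chain peptide probe, 5 nM; Doses: one dose per compound; Times: polarization read 5 min after assay mix addition, stable 5–60 min; Benchmarks: neutral control DMSO, positive control TFP.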
# The depositor's hits bear a star; . = no result given. Not all compounds are listed; the hit share may differ from the screen's.
SMILES,FN deposit inh,esBAF inh,Casp6 inh,C2C12 statin,LGR2 antag,SIRT5 block,S100A4 MyoIIA
CCc1ccc2c(c1)C(c1ccncc1)=NNC(c1ccccc1)=N2,4,48*,3,1,-39,-1,-4
CC1(C(=O)NS(=O)(=O)c2ccc(F)cc2F)CCN1C(=O)C1CCCCC1 (configuration not stated),-3,-1,-6,4,.,-5,0
O=C(CC(F)(F)F)N1C[C@H]2[C@@H](c3ccccc31)[C@H](CO)N2C(=O)C1CCOCC1,.,-1,-2,-1,-1,1,5
Oc1ccccc1C=NC(N=Cc1ccccc1O)c1ccccc1O (configuration not stated),-3,.,6,.,1,.,-5
CCCN(CC(=O)Nc1ccc(F)c(F)c1F)C(=O)Cc1ccc(OC)c(S(=O)(=O)N2CCOCC2)c1,5,1,-182,1,-6,4,1
O=[N+]([O-])c1cccc(Cn2cnc3c(=S)nc[nH]c32)c1,7,-7,0,-1,-13,0,3
CC1=CC(C)(C)N(S(=O)(=O)c2ccc(C)cc2)c2ccc(C)cc21,3,-10,.,-164,.,.,.
CCOc1ccc(CN2C(=O)c3ccccc3C2C(=O)NC(C)CC)cc1OC (configuration not stated),4,6,1,9,-77,0,-7
CN(C)C(=O)c1cccc(-c2ccccc2[C@H]2[C@@H](C#N)N(C(=O)C3CCCCC3)[C@H]2CO)c1,7,.,0,.,-23,5,-39
CCn1ncc([N+](=O)[O-])c1C(=O)Nc1c(C)nn(Cc2ccc(F)cc2)c1C,-5,-10,-3,14,-6,-2,-6
CSCCC(N=C(NS(=O)(=O)c1ccccc1)c1ccccc1)C(=O)O (configuration not stated),-2,.,-1,.,7,-5,8
C[C@H]1CN([C@@H](C)CO)C(=O)c2cc(NC(=O)Nc3ccc(C(F)(F)F)cc3)ccc2O[C@@H]1CN(C)S(=O)(=O)c1cn(C)cn1,.,5,-1,10,-9,8,-10
COc1ccc(C=Nc2cccc3c(=O)[nH][nH]c(=O)c23)c2ccccc12,9,17,.,1,-8,.,.
CSCCC(NC(N)=O)C(=O)Nc1ccc(F)c(Cl)c1 (configuration not stated),5,.,0,.,14,2,-6
Cn1ccnc1C(=O)c1cc(SCC(=O)NCc2ccccc2)nc2ccccc12,.,.,5,.,-21,-3,3
Cc1ccc(S(=O)(=O)N(C)c2ccc(OC(=O)c3cccs3)cc2)cc1C,4,4,-4,-5,11,-1,-4
COc1ccccc1-n1c(Cc2cccs2)n[nH]c1=S,-7,.,1,.,8,-22,1
Cn1cc(CN2CCc3c([nH]c4ccccc34)C2C2CCCCC2)cn1 (configuration not stated),7,14,1,1,2,1,0
O=C(c1ccc(Cl)cc1)c1oc2ccccc2c1CS(=O)c1ccc(Cl)cc1 (configuration not stated),-5,-1,.,45,.,.,.
CCN(CC)S(=O)(=O)c1ccc(Cl)c(NC(=O)CCCCl)c1,-7,-6,5,11,16,.,1
C[C@@H](NC(=O)C[C@@H]1C=C[C@H](NS(=O)(=O)c2cccc(F)c2)[C@H](CO)O1)c1ccccc1,3,0,-1,-4,14,0,-4
COc1cc(NC(=S)N2CCCC(C)C2)c(OC)cc1Cl (configuration not stated),-6,.,-3,.,-32,-2,-2
COc1ccc(/C=N\NC(=O)c2cc3c(ccc4ccccc43)o2)cc1O,.,6,0,8,1,-1,1
CN(CC(=O)Nc1ccccc1Br)C(=O)C1CCN(C(=O)c2ccc(Cl)cc2)CC1,-4,.,-1,.,4,-4,0
CCCNC(=O)N1CC2(C1)CN(C(=O)c1cccnc1)[C@@H](CO)c1[nH]c3cc(OC)ccc3c12,.,.,-4,.,6,-2,6

# Filtered by structure: those above with a CF3 group
SMILES,FN deposit inh,esBAF inh,Casp6 inh,C2C12 statin,LGR2 antag,SIRT5 block,S100A4 MyoIIA
O=C(CC(F)(F)F)N1C[C@H]2[C@@H](c3ccccc31)[C@H](CO)N2C(=O)C1CCOCC1,.,-1,-2,-1,-1,1,5
C[C@H]1CN([C@@H](C)CO)C(=O)c2cc(NC(=O)Nc3ccc(C(F)(F)F)cc3)ccc2O[C@@H]1CN(C)S(=O)(=O)c1cn(C)cn1,.,5,-1,10,-9,8,-10

# (continued)
SMILES,FN deposit inh,esBAF inh,Casp6 inh,C2C12 statin,LGR2 antag,SIRT5 block,S100A4 MyoIIA
COCC(=O)Nc1ccc2c(c1)C(=O)N(C)C[C@@H](OC)[C@H](C)CN(Cc1ccccn1)[C@H](C)CO2,7,0,.,5,2,23*,3
COc1ccc(-c2nnn(CC(=O)N(Cc3ccccc3Cl)C(C(=O)NCC3CCCO3)c3ccco3)n2)cc1 (configuration not stated),-6,9,.,-7,.,.,.
COc1cc(OC)cc(C(=O)Nn2cc(C(=O)Nc3c(F)cccc3F)c3ccccc3c2=O)c1,9,.,0,.,-3,-2,1
C[C@@H]1CCCCO[C@@H](CN(C)C(=O)CCC(F)(F)F)[C@@H](C)CN([C@H](C)CO)C(=O)c2cc(NS(=O)(=O)c3cn(C)cn3)ccc2O1,.,-4,2,.,-3,-2,-5
CCNc1nc(C23CC4CC(CC(C4)C2)C3)cs1,.,.,-2,.,7,-4,-4
Cc1ccc(NC2SC(=O)N(Cc3cccc(C(=O)O)c3)C2=O)c(C)c1 (configuration not stated),-4,.,7,.,-1,-4,-2
Cc1cc(Nc2cccc(Br)c2)cc(=O)n1-c1cccc(Br)c1,2,.,4,.,25,.,-1
COc1ccc(S(=O)(=O)Nc2ccc3c(c2)C(=O)N([C@@H](C)CO)C[C@H](C)[C@@H](CN(C)Cc2ccc(Cl)c(Cl)c2)O3)cc1,.,-7,-5,.,6,1,-7
Clc1ncn(CCOc2ccccc2)c1Cl,.,.,4,.,10,0,-1
C[C@H](O)C#Cc1ccc2c(c1)O[C@H](CN(C)Cc1ccc(-c3ccccc3)cc1)[C@H](C)CN([C@@H](C)CO)S2(=O)=O,.,0,-2,-10,20,27*,-3
C[C@H]1CCCCO[C@H](CN(C)C(=O)Nc2ccc3c(c2)OCO3)[C@@H](C)CN([C@@H](C)CO)C(=O)c2cc(NS(=O)(=O)c3cn(C)cn3)ccc2O1,.,3,2,.,25,-3,13
COc1cc(OC)c(NC(=O)N2CCOCC2)cc1Cl,-3,1,0,-7,13,-3,1
N=c1nc2n(cc1F)C1OC(CO)C(O)C1O2 (configuration not stated),4,.,-4,.,-10,3,-1
Cc1ccnc(NS(=O)(=O)c2ccc(NC(=O)/C=C/c3ccccc3)cc2)n1,1,-2,2,-5,1,4,-21
CCCc1cc(=O)[nH]c(SCC(=O)c2cc(C)n(CC3CCCO3)c2C)n1 (configuration not stated),0,8,5,-4,3,-12,-1
COc1cccc(C(=O)Nc2ccc(S(=O)(=O)NCc3ccco3)cc2)c1,0,9,.,1,.,.,.
CCC[N+](CC#Cc1ccccc1)(CCC)CC(=O)c1ccc(Cl)cc1,9,.,-1,.,-22,.,-4
CCc1ccc(C(=O)Cn2cnc3cc([N+](=O)[O-])ccc3c2=O)cc1,-7,.,-3,.,3,-2,-11
CN(C)C(=O)C[C@H]1CC[C@@H](NC(=O)NC2CCCC2)[C@@H](CO)O1,.,-3,1,-6,2,2,-1
COc1cc(C2C(C#N)=C(N)Oc3cc(C)oc(=O)c32)cc(OC)c1OC (configuration not stated),-10,-6,0,8,9,0,0
Cc1ccccc1NC(=O)COc1ccccc1C,4,20,-1,10,2,2,3
Cc1cc(Cl)c(S(=O)(=O)N2CCCC2)cc1OCC(N)=O,-6,.,2,.,-1,1,-2
C[C@@H]1CN([C@@H](C)CO)C(=O)c2cccc(NC(=O)C3CCOCC3)c2O[C@@H]1CN(C)S(=O)(=O)c1ccccc1,.,-2,3,-2,12,1,3
C[C@H](CO)N1C[C@H](C)[C@H](CN(C)S(C)(=O)=O)Oc2ccc(NC(=O)CCC(F)(F)F)cc2C1=O,.,-1,1,-3,10,-4,3
Cc1c(CCC(=O)N[C@@H](C)C(=O)O)c(=O)oc2c(C)c3oc4c(c3cc12)CCCC4,-3,-37,0,4,-22,-1,-1

# (further entries)
SMILES,FN deposit inh,esBAF inh,Casp6 inh,C2C12 statin,LGR2 antag,SIRT5 block,S100A4 MyoIIA
C[C@@H]1CN([C@@H](C)CO)C(=O)c2cc(NS(=O)(=O)c3cccs3)ccc2O[C@@H](C)CCCCO[C@@H]1CN(C)C,-7,-6,-2,.,-2,2,0
CO[C@@H]1CN(C)C(=O)c2ccc(NC(C)=O)cc2OC[C@H](C)N(C(=O)CN2CCOCC2)C[C@H]1C,5,7,0,-1,-3,3,2
COc1cccc(NC(=O)Nc2ccc3c(c2)OC[C@H](C)NC[C@@H](C)[C@@H](OC)CN(C)C3=O)c1,-24,9,-11,-3,-4,0,17
CC1CC(=O)Nc2ccccc2N1C(=O)CSc1ccc2ccccc2n1 (configuration not stated),0,10,3,17,9,-5,-1
CN(C)C(=O)C[C@@H]1C[C@H]2c3cc(NC(=O)Nc4ccc(F)cc4)ccc3O[C@H]2[C@@H](CO)O1,9,3,1,3,-8,-1,-6
COc1ccc(N2C(=O)c3ccccc3NC2c2ccc(OC)c(Cn3cc([N+](=O)[O-])cn3)c2)cc1 (configuration not stated),10,.,-3,.,-23,-3,-4
COc1ccc(-n2c(C)cc(/C=C/c3nc(O)c([N+](=O)[O-])c(=O)[nH]3)c2C)cc1,.,.,62*,.,13,0,-19
COc1ccc(C(C(=O)NC2CCCC2)N(Cc2ccc(F)cc2)C(=O)c2ccn[nH]2)cc1OC (configuration not stated),.,-5,2,3,1,-1,0
COCC(=O)N1[C@H](C#N)[C@H](c2ccccc2-c2cccc(C)c2)[C@H]1CO,-10,.,0,.,-10,0,11
O=C(CN1C(=O)c2ccccc2C1=O)Nc1ccccc1C(=O)NC1CCCCCC1,.,0,0,-3,-6,10,-2
C[C@@H]1CN([C@H](C)CO)C(=O)Cc2cc(NC(=O)Nc3ccccc3)ccc2O[C@H]1CN(C)C(=O)Nc1cccc2ccccc12,.,1,1,9,17,5,-4
COc1ccc(-c2cc(=O)oc3cc(OCC(=O)NCc4ccccn4)ccc23)cc1,.,18,-1,-1,-25,.,-3
O=C(C[C@@H]1CC[C@@H](NC(=O)c2cccc(F)c2)[C@H](CO)O1)NCCN1CCCC1,-7,7,-1,5,17,-2,-2
Cc1ccc(CCNC(=O)C2CCC(CNc3c(N4CCCC4)c(=O)c3=O)CC2)cc1 (configuration not stated),-7,.,-2,.,0,-2,5
O=C(Cc1cccs1)Nc1nnc(Cc2ccccc2)s1,.,-6,.,121*,-6,.,.
COC(=O)c1ccc([C@H]2C=C(C(=O)O)O[C@@H](OCCCCO)C2)cc1,.,.,5,.,.,4,3
CC(C)Oc1c(N2CCOCC2)c(=O)c1=O,5,-2,5,3,8,.,4
CS(=O)(=O)c1ccc(Cl)c(NC(=O)C2CC(=O)N(Cc3ccco3)C2)c1 (configuration not stated),-4,-2,7,1,-2,-2,-9
Cc1ccccc1-c1nc(CS(=O)CC(=O)NCc2ccccc2)c(C)o1 (configuration not stated),2,0,-1,0,-3,2,-3
CN1C(=O)c2cc(NC(=O)c3ccccc3)ccc2OC[C@@H]2O[C@H](CC(=O)NCC3CC3)CC[C@H]21,-11,-1,0,-3,6,-5,-3

# Entries of single compounds from above. Order of values: FN deposit inh | esBAF inh | Casp6 inh | C2C12 statin | LGR2 antag | SIRT5 block | S100A4 MyoIIA
# Profile of COC(=O)c1ccc([C@H]2C=C(C(=O)O)O[C@@H](OCCCCO)C2)cc1 = . | . | 5 | . | . | 4 | 3
# Profile of CN(C)C(=O)C[C@@H]1C[C@H]2c3cc(NC(=O)Nc4ccc(F)cc4)ccc3O[C@H]2[C@@H](CO)O1 = 9 | 3 | 1 | 3 | -8 | -1 | -6
# Profile of COc1ccc(C(C(=O)NC2CCCC2)N(Cc2ccc(F)cc2)C(=O)c2ccn[nH]2)cc1OC (configuration not stated) = . | -5 | 2 | 3 | 1 | -1 | 0
# Profile of O=C(CN1C(=O)c2ccccc2C1=O)Nc1ccccc1C(=O)NC1CCCCCC1 = . | 0 | 0 | -3 | -6 | 10 | -2
# Profile of CS(=O)(=O)c1ccc(Cl)c(NC(=O)C2CC(=O)N(Cc3ccco3)C2)c1 (configuration not stated) = -4 | -2 | 7 | 1 | -2 | -2 | -9
